Polio RdRp inh: inhibitors of poliovirus RNA polymerase binding and polymerization. P03300. poliovirus polymerase elongation, fluorescence polarization; hits give low values. % elongation, % (compound at 16.7 µg/mL). 0.66% of 150,000 active; in the data active = % elongation below about 90%; also: some results filed as inactive read as strong as hits
Target sequence (P03300 1749-2209 limits assumed): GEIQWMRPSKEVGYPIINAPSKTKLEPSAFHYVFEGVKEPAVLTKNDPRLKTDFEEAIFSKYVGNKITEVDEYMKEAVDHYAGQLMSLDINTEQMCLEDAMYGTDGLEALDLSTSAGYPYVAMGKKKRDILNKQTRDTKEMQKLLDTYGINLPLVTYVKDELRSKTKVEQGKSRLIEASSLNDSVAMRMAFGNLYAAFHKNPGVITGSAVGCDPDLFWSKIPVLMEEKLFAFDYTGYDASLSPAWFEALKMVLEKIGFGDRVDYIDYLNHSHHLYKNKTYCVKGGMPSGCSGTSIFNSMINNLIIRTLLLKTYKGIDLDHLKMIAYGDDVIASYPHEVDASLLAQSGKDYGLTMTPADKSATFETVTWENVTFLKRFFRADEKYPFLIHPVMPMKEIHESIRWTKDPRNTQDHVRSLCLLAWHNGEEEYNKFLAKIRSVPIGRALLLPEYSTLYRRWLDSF
Polio RdRp inh FP z-score: second read-out of Polio RdRp inh, no call of its own (marks repeat the call); z-score; measured here: FP z-score; hits read low
Starred values were filed as active, the others as inactive.

SMILES	Polio RdRp inh	Polio RdRp inh FP z-score
COc1ccc(-c2cc(C(C)=O)c(C)n2CCC(=O)NCc2ccccc2OC)cc1	104	-0.1
Cc1ccc(C)c(CN2C(=O)C(C(C)C(=O)NCc3ccc4c(c3)OCO4)Sc3ccccc32)c1 (centres undefined)	102	0.3
NC1(C2CCCCC2=O)CCCCC1 (centres undefined)	103	0.5
Cc1ccc(C(=O)c2cc3ccccc3o2)cc1C	100	-0.3
Cc1cccc(-n2c(CNC(=O)COc3ccc(Cl)cc3)n[nH]c2=S)c1	101	-0.1
COc1ccc(C2=NOC(C(=O)Nc3ccc(C)cc3)C2)cc1 (centres undefined)	98	-0.8
O=C(NCc1ccccc1)C(Cc1ccccc1)N1C(=O)c2ccccc2C1=O (centres undefined)	103	0.5
O=C(/C=C/c1cn(-c2ccccc2)nc1-c1cc2ccccc2o1)Nc1nc2ccccc2[nH]1	102	0.2
CCCc1cnc2c(c1SCC(=O)Nc1ccccc1F)c(=O)n(C)c(=O)n2C	105	-0.1
Nc1cc(-c2ccccn2)[nH]n1	103	0.2
Cc1cc(=O)c2cc(Br)ccc2[nH]1	99	-1
CC12COC3(C(N)=O)CC1CCC32C (centres undefined)	104	0.4
CCOC(=O)c1cc(-c2ccccc2)n(CCCC(=O)Nc2cccc(C)c2C)c1C	104	0.1
N#CC(C#N)=C1c2ccccc2-c2nc(C#N)c(C#N)nc21	100	-0.3
CCC(=O)N1c2ccccc2CC1C(=O)NCc1cccc(C)c1 (centres undefined)	102	-1.2
CCC1CCc2sc(-c3n[nH]c(=S)n3C)cc2C1 (centres undefined)	100	0.3
COc1ccccc1Nc1cnnc2c(Cl)cccc12	120	3.5
O=C(c1ccccc1)N1CCCCC(Sc2nnc3ccccn23)C1=O (centres undefined)	102	-0.1
CC(=O)N1N=C(c2cccs2)CC1c1c(C)coc1C (centres undefined)	105	2.9
O=C(O)CC(NCc1ccccc1)c1ccccc1 (centres undefined)	104	0.5
COc1ccc(NC(=O)c2ccco2)cc1NC(=O)c1cccc(F)c1	101	0
Cc1ccc(-c2nn(C)c(=O)c3ccccc23)cc1CNC(=O)CN1CCOCC1	102	0.6
O=C(NCc1ccc(S(=O)(=O)N2C=CC(C(F)(F)F)=NCC2)s1)c1ccccc1	104	0.3
CC(=O)n1c2ccccc2c2c(-c3ccc(C)cc3)c(N3CCOCC3)sc21	101	0.1
CCCc1cc(=O)[nH]c(Nc2cc(Cl)cc(Cl)c2)n1	108	0.3

Continuation:
SMILES	Polio RdRp inh	Polio RdRp inh FP z-score
COc1ccc(C2CC(=O)N(CC(=O)Nc3ccc(C(F)(F)F)cc3)c3ccccc3S2)cc1 (centres undefined)	111	1.8
COc1ccc(-n2c(C)cc(/C=C3/C(=N)N4C(=NC3=O)SN=C4S(C)(=O)=O)c2C)cc1Cl	103	0.8
Cc1c(CCNS(=O)(=O)c2ccccc2)sc2nc(-c3ccc(Cl)cc3)nn12	106	-0.3
NS(=O)(=O)Cc1ccccc1	106	0.5
Cc1ccccc1OCCn1c(SCc2nc3ccccc3[nH]2)nc2ccccc21	102	0
O=C(O)Cn1cc(C=C2C(=O)NC(=S)NC2=O)c2ccccc21	102	0.2
O=C(NCCc1c[nH]c2ccccc12)c1cc(Cl)cc(Cl)c1	104	0.8
COC(=O)c1scc(-c2ccc(C)cc2)c1S(=O)(=O)Nc1ccc(NC(C)=O)cc1	101	-1.2
COc1ccc(CO[C@@H]2O[C@H](CO)[C@@H](O)[C@H](O)[C@H]2NC(C)=O)cc1OC	101	-0.6
O=C1/C(=C\c2cccnc2)CN(Cc2ccccc2)C/C1=C\c1cccnc1	101	0.3
O=C(NCc1ccccc1Cl)C1CCN(S(=O)(=O)c2ccc3c(c2)CCCN3C(=O)C2CCC2)CC1	110	0.6
COC(=O)C(C)Sc1nc2c([nH]c3ccccc32)c(=O)n1-c1ccc(OC)cc1 (centres undefined)	106	-0.2
CCC(=O)c1cc(N)ccc1O	101	-0.4
CC(=O)OC1(c2ccccc2)CC(C)CN(C)C1 (centres undefined)	107	0.6
Cn1nnnc1SCC(=O)NCCc1ccc(Cl)cc1	101	-0.4
O=c1ccc2cc3c4c(oc3cc2o1)CCCC4	102	0.3
CN(C)c1ncnc2sc3c(c12)CCCC3	105	0.4
CN(C)c1ccc(-c2nc3ccccn3c2NC2CCCC2)cc1	100	-0.2
COc1ccccc1N(C)S(=O)(=O)c1ccc(C(=O)OCC(=O)N2CCC2)cc1	104	0.4
Cc1cccc(NC(=O)NC(=O)c2ccc(C(C)(C)C)s2)n1	103	-0.1
O=C(/C=C/c1c(Cl)nc2sccn12)NCc1ccc2c(c1)OCO2	97	-0.6
O=C1CS(=O)(=O)C2(C(=O)N(Cc3ccccc3)c3ccccc32)N1c1ccc(F)c(Cl)c1 (centres undefined)	109	0.7
Nc1nonc1-c1nc2ccccc2n1Cc1ccc(F)cc1Cl	124	2
CC1CC(C)CN(C(=O)CNC(=O)c2ccc(F)cc2)C1 (centres undefined)	101	-0.2
COCCCNC(=O)CSc1c2c(nc3ccc(Cl)cc13)CCCC2	104	0

Continued:
SMILES	Polio RdRp inh	Polio RdRp inh FP z-score
Cc1ccc(-c2ccc(SCC#N)nn2)c(C)c1	102	0.1
O=C(Nc1ccccc1SCC(O)CSc1cccs1)c1ccc(Cl)cc1 (centres undefined)	102	-0.1
COc1cccc(Cn2cnc3c2c(=O)n(C)c(=O)n3C)c1	107	0.4
COc1ccc(/C=C/C(=O)ONC2=NCCCCC2)cc1OC	100	-0.1
O=C(Cn1cnc(S(=O)(=O)N2CCCC2)c1)Nc1ccc(OC(F)(F)F)cc1	112	1.3
CCOC(=O)c1ccc2nc(C(F)(F)F)nc(NCCCc3ccccc3)c2c1	99	-0.4
CS(=O)(=O)c1sc(NC(=O)Nc2ccc(Cl)cc2)c2c1C=CCC2	105	0.1
COc1nc(C)nc2sc3c(c12)CCCC3	100	-0.3
C/C(=C/C(=O)C1CC1)C1CC1	106	0.2
O=C1CC(C(=O)Nc2ccccc2)C2=C(CC(c3ccco3)CC2=O)N1 (centres undefined)	101	-0.5
Cc1ccc(C)c(CN2CCC(CNC(=O)c3cc4ccc5cccnc5c4[nH]3)CC2)c1	103	-0.6
CCN(CC(=O)Nc1ccccc1OC)C(=O)c1ccco1	106	0.4
Cc1ccc(OCCCn2c(-c3ccc(Cl)cc3)nc3ccccc3c2=O)cc1C	104	-0.2
CCCn1c(SCC(=O)N=c2sc3ccccc3n2C)nc2ccccc21	102	0
Cc1onc(-c2ccccc2)c1C(=O)Nc1ccc(N)cc1	102	0.2
O=S(=O)(Nc1ccccc1Br)c1cccs1	101	0
CCc1nnc2n1N(C(C)=O)C(c1ccc(C(C)(C)C)cc1)=C(C(C)=O)S2	108	0.5
CC1(C)C2CC=C(/C=N/NC(=O)c3ccc4c(c3)OCO4)C1C2 (centres undefined)	102	-0.2
NNC(=O)Cc1csc2nc(-c3ccccc3)nn12	104	-0.1
Cc1ccc(NC(=O)CSc2nnc3nc(C)cc(C)n23)cc1	99	-1.4
Cc1[nH]c2ccccc2c1C1=CCNCC1	106	1.9
CN(C)C1CS(=O)(=O)CC1N(C)C (centres undefined)	101	0
Cc1cccn2c(=O)c(C(=O)NC3CCCCC3C)c(O)nc12 (centres undefined)	100	-1
Cc1ccc(S(=O)(=O)C(CNC(=O)C(=O)NCCc2ccccc2)c2cccs2)cc1 (centres undefined)	101	-1.2
COC(=O)c1cccc(NC(=O)/C=C/c2ccco2)c1C	100	-0.1

Compound profiles (already shown). Order of values: Polio RdRp inh, Polio RdRp inh FP z-score
CC(=O)N1N=C(c2cccs2)CC1c1c(C)coc1C (centres undefined) is entered as 105, 2.9
O=C(NCc1ccccc1Cl)C1CCN(S(=O)(=O)c2ccc3c(c2)CCCN3C(=O)C2CCC2)CC1 is entered as 110, 0.6
Cc1ccc(OCCCn2c(-c3ccc(Cl)cc3)nc3ccccc3c2=O)cc1C is entered as 104, -0.2
Cc1ccccc1OCCn1c(SCc2nc3ccccc3[nH]2)nc2ccccc21 is entered as 102, 0
CC(=O)OC1(c2ccccc2)CC(C)CN(C)C1 (centres undefined) is entered as 107, 0.6

Look-ups from the results shown:
O=C(Nc1ccccc1SCC(O)CSc1cccs1)c1ccc(Cl)cc1 (centres undefined) in Polio RdRp inh FP z-score is listed with -0.1
Cc1onc(-c2ccccc2)c1C(=O)Nc1ccc(N)cc1 in Polio RdRp inh FP z-score is listed with 0.2

The listing continues:
SMILES	Polio RdRp inh	Polio RdRp inh FP z-score
CCn1c(SCC(N)=O)nnc1C1CCCC1	101	-0.5
CCn1c(-c2ccc(C)cc2)cnc1SCC(=O)N1CCN(C(C)=O)CC1	103	0.1
CCOC(=O)COc1ccc(CC)cc1C(=O)c1ccn2nc(-c3ccc(C)cc3)cc2n1	104	-0.2
O=c1oc2ccccc2c(O)c1Cc1cc(Cl)c2cccnc2c1O	112	1.1
CCOc1ccccc1NC(=O)C(C)Sc1ccccc1 (centres undefined)	101	0.2
COc1ccc(N(C)C(=O)c2oc(=O)c3ccccc3c2-c2ccc(C)cc2)c(OC)c1	110	0.4
CC(C)(C)c1cc(CCC(=O)NCCN)cc(C(C)(C)C)c1O	104	0.1
CN(C)c1ccc(N=Cc2ccccc2)cc1	104	0.3
N#CC1=C(N)N=C(SCC(=O)Nc2ccccc2)C(C(N)=O)C12CCCCC2 (centres undefined)	106	0.4
O=C(O)CC1NC(=O)N(C2CCCCC2)C1=O (centres undefined)	100	-0.6
CN(C(=O)Cn1nc(Cc2ccncc2)c2ccccc2c1=O)c1ccccc1	101	0.1
N#Cc1nncn1-c1ncnc2scc(-c3ccc(Cl)cc3)c12	106	0.7
O=C1CC(c2nc(-c3ccc(Cl)cc3)no2)CN1c1ccc2c(c1)OCCO2 (centres undefined)	101	-1.2
CC(=O)NCc1ccc(C(=O)CSc2nnc3sc4ccccc4n23)o1	96	-0.7
O=C(NC1(O)C(=O)c2ccccc2C1=O)c1ccccn1	54*	-15*
O=C(NCCc1ccc(Cl)cc1)c1cccn1-c1nnc(N2CCCC2)s1	109	0.6
COc1cc(-c2nc3nc[nH]n3c2Nc2ccc(C(C)C)cc2)ccc1O	103	-0.4
Oc1oc(-c2ccccc2)nc1/C=C1\C=Nc2ccccc21	150	4.6
COc1ccc2c(c1)CCC/C2=N\N	103	0
CCCn1c(=O)c2c(nc3n2CCN3c2ccc(C)cc2)n(C)c1=O	113	1.4
COc1ccc(NC(=O)CCCc2nnc3n(CCC(C)C)c(=O)c4sccc4n23)cc1Cl	113	-0.2
CCC(=O)NCCc1nc2cc(NC(=O)Nc3ccccc3)ccc2n1C	102	0.2
COc1cc2ccccc2cc1C(=O)Nc1ccc2oc(-c3ccc(F)cc3)nc2c1	107	0.7
O=C(COC(=O)[C@@H]1CCCN1S(=O)(=O)c1ccccc1F)c1ccccc1	101	-0.2
O=C(Cc1ccccc1)Nc1sc2c(c1C(=O)Nc1ccccc1)CCCCC2	100	-0.6

Structures from the list above containing a COOH group (3):
SMILES	Polio RdRp inh	Polio RdRp inh FP z-score
O=C(O)CC(NCc1ccccc1)c1ccccc1 (centres undefined)	104	0.5
O=C(O)Cn1cc(C=C2C(=O)NC(=S)NC2=O)c2ccccc21	102	0.2
O=C(O)CC1NC(=O)N(C2CCCCC2)C1=O (centres undefined)	100	-0.6

(list continues)
SMILES	Polio RdRp inh	Polio RdRp inh FP z-score
NNC(=O)CCCOc1ccc(Cl)cc1Cl	98	-0.3
O=C(Cn1ncc2ccccc21)NCc1cccnc1	106	1.7
Cn1c(CC(O)c2cccc3ccccc23)nc2ccccc21 (centres undefined)	101	-0.3
Cc1cc(C)c(NC(=O)CN2C(=O)c3cccnc3Oc3ccc(C)cc32)c(C)c1	102	0
COCCN(Cc1ccco1)C(=O)Cn1nc(Cc2cccnc2)c2ccccc2c1=O	100	-0.5
CCOc1ccc(-n2c(SCC(=O)NC3CCCC3)nnc2-c2ccoc2C)cc1	100	-0.8
CN=c1scc(-c2ccc(C)c(C)c2)n1/N=C/c1ccc[nH]1	114	1.1
CS(=O)(=O)c1ccc(C(=O)N2CCc3ccccc3C2)cc1	101	-0.2
Cn1c(CNC(=O)c2cccs2)nnc1SCc1ccccc1	105	0.2
CCN(CC)c1nc2ccccc2n(CC(=O)Nc2ccc(F)cc2F)c1=O	104	0.2
CSc1cccc(NC(=O)Cn2c(=O)n(Cc3ccccc3)c(=O)c3sc4ccccc4c32)c1	98	-1.9
COC(=O)c1ccc2c(c1)N(Cc1ccc(F)cc1)C(=O)c1ccccc1S2	104	0.3
N#Cc1ccc(C(=O)N2CCN(c3cccc(C(F)(F)F)c3)CC2)cc1	103	0
CCOC(=O)C1=C(CN2CC(C)CC(C)C2)NC(=O)NC1c1ccc(C)cc1 (centres undefined)	101	-0.1
COc1cccc(CNC(=O)c2[nH]nc3c2COc2ccccc2-3)c1	101	-0.3
Cc1c(-c2nsc(NC(=O)c3cccs3)n2)nnn1-c1ccc(Br)cc1	107	0.1
CNC(=S)Nc1ccc(C)cc1	107	0.3
CCc1ccccc1NC(=O)Cn1ccn(-c2cc(C)cc(C)c2)c(=O)c1=O	103	-0.6
Cc1ccc(CNC(=O)CCc2c(C)nn(-c3ccc(N4CCOCC4)nn3)c2C)cc1	107	0.2
COc1cccc(NC(=O)C(=O)NCC(c2cccnc2)N2CCN(c3ccccc3)CC2)c1 (centres undefined)	103	-1.4
COc1ccc(-c2noc(CSc3nnc(C)n3-c3ccc(OC)cc3)n2)cc1	111	1.1
COc1cc(NC(=O)N2CCC(CN3CCOCC3)CC2)cc(OC)c1OC	112	0.3
COc1ccc(C2=C(N)C(=O)NC2=O)cc1OC	105	0.3
COc1cc2[nH]c(=S)n(N(C(C)=O)C(C)=O)c(=O)c2cc1OC	103	0.5
COCCn1c(C)cc(C(=O)CSc2nnc3ccccn23)c1C	102	0.2
C/C(=N\NC(=O)c1cc(Br)ccc1O)c1ccccn1	102	0.8
Cc1ccc(-c2nc(C#N)c(NCCCN(C)C)o2)cc1	102	0.1

Some of the entries above, reformatted:
smiles,Polio RdRp inh,Polio RdRp inh FP z-score
Cc1ccc(CNC(=O)CCc2c(C)nn(-c3ccc(N4CCOCC4)nn3)c2C)cc1,107,0.2
COc1cccc(NC(=O)C(=O)NCC(c2cccnc2)N2CCN(c3ccccc3)CC2)c1 (centres undefined),103,-1.4

Screening data deposited in PubChem BioAssay by ICCB-Longwood Screening Facility, Harvard Medical School.

These rows are one share of the data (hit frequency here may not be typical).
